TSHR antag: Antagonists of the Thyroid Stimulating Hormone Receptor: HTS campaign; 0.2% of 330,000 active; activity change, negative = inhibition, % at 11.5 µM; TSHR-expressing cells, TSH-stimulated cAMP HTRF, 2 h; active compounds read low;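 active = activity change below a set negative limit, meaning inhibition stronger than a set level, cut at about -70% in these data; inconclusive = activity change between two set negative limits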; note: % is set by controls: 0 for no effect and ±100 for the full control effect
Target sequence (P16473 whole entry, looked up): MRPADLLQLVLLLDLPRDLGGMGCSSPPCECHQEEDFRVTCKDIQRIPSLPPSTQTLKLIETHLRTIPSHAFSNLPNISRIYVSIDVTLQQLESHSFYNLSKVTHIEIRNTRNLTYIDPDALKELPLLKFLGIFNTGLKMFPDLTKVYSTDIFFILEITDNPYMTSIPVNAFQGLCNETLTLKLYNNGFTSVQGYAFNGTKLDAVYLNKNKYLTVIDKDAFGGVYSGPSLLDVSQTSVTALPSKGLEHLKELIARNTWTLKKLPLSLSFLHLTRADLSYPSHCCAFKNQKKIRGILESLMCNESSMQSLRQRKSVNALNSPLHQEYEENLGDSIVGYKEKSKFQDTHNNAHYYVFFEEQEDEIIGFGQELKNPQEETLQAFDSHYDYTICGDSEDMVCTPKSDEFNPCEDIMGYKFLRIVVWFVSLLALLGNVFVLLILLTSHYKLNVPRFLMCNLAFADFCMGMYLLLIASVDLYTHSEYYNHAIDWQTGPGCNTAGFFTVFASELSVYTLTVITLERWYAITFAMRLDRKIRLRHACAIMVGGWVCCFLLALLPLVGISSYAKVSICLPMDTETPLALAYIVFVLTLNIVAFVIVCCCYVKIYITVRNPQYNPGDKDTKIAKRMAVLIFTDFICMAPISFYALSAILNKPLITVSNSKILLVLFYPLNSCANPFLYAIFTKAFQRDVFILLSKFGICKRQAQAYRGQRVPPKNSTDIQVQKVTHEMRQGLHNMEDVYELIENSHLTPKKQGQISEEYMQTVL
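Read-out is FRET at 665 nm (cryptate excitation 337 nm) from a cryptate-tagged anti-cAMP antibody, competed by cell cAMP against cAMP-d2. Compounds are tested on freshly harvested TSHR cells challenged with 4nM TSH (EC80) for 2 hours at 37 deg C.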
KCNH2 3.1 inh: qHTS for Inhibitors of KCHN2 3.1: Mutant qHTS. U2OS KCNH2 3.1, thallium flux FluxOr; active compounds read low. activity change, % (tested at about 1.8 µM). 0.95% of 340,000 active. AID 720553, 2013;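 active = maximum activity change below -70%; inconclusive = maximum activity change from -70% to -50%; inactive = maximum activity change above -50%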;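 note: thallium influx rate constant from kinetic fluorescence after stimulation buffer; % is set by controls: 0 for no effect and ±100 for the full control effect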
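Virally transduced U2OS (3.1 isoform, 4 h infection in dark at RT) → overnight 37 C → FluxOr + Red40 in HBSS/HEPES, 45 min → stimulation buffer, 2 min kinetic read → rate constant vs DMSO controls.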
hERG WT inh: qHTS for Inhibitors of KCHN2 3.1: Wildtype qHTS | Voltage-gated inwardly rectifying potassium channel KCNH2 (Homo sapiens), Q12809 | U2OS, BacMam KCNH2, thallium flux FluxOr; active compounds read low | activity change, % at 1.84 µM | 0.37% of 340,000 active | AID 720551, 2013;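 active = maximum activity change below -70%; inconclusive = maximum activity change between -70% and -50%; inactive = maximum activity change above -50%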; note: % is set by controls: 0 for no effect and ±100 for the full control effect
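U2OS cells transduced with wild-type KCNH2 virus are loaded with FluxOr dye for 45 min, and thallium flux is measured in kinetic reads before and after stimulation buffer. Rate constants are normalized to DMSO controls.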
TCR activator: Activators of T cell receptors: qHTS campaign | 330,000 tested, under 10 active | primary human leukocytes, anti-CD3, IL-2 HTRF, 48 h | Potency, µM (series often up to 9.22 µM), inactives show top-dose activation of IL-2 secretion, usual class: activators | AID 504894, 2011; note: % of control where 0% means no effect
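Using a-CD3 beads without co-stimulation, primary human leukocytes were exposed to compounds for 48 hr. An HTRF IL-2 kit measured the cytokine, with europium-to-d2 energy transfer producing emission at 665nm upon 320nm excitation.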
TRPV1 agonist: HTS Assay for Compounds that Act as Agonists of the Vanilloid Receptor 1; Transient receptor potential cation channel subfamily V member 1 (Homo sapiens), Q8NER1; TRPV1-expressing cells, Fluo-8 calcium influx, agonist mode; activation, % at 8.33 µM; 0.19% of 320,000 active; AID 540275, 2011; in the data active = activation above about 80%; inconclusive = between about 30% and that limit; note: 0% is about no effect
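TRPV1-expressing cells were cultured overnight at 35.5C and loaded with Fluo-8 calcium dye for 40 to 90 min at room temperature. After a 10 s baseline, compound was added and calcium influx was read kinetically for 3 min (ex 480/em 520 nm).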
Eya2 inh: qHTS Assay for Inhibitors of the Phosphatase Activity of Eya2; recombinant Eya2, OMFP fluorescence dephosphorylation (OMFP is methylfluorescein phosphate); Potency, µM (highest dose often 76.9 µM), inactives show top-dose activity, negative = inhibition, hits mostly inhibitors; 0.006% of 330,000 active; AID 488837, 2010; note: potency is the fitted concentration of half-maximal effect; % is set by controls: 0 for no effect and ±100 for the full control effect
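Eya2 protein (added as 0.2 uM solution) was preincubated with compound for 10 min at ambient temperature in 50 mM HEPES pH 7.5, 50 mM NaCl, 5 uM MgCl2, 0.05% BSA, 1 mM DTT. OMFP (added at 50 uM) then reacted 10 min; fluorescence read at 485/525 nm.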
Mito fusion act: qHTS Assay for Small Molecule Inhibitors of Mitochondrial Division or Activators of Mitochondrial Fusion; S. cerevisiae fusion-defective mutant growth rescue, CellTiterGlo 48 h; 0.23% of 320,000 active; Potency, µM (top dose mostly 46.1 µM), inactives show top-dose growth rescue (activation), usual class: activators;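 note: potency is the fitted concentration of half-maximal effect; % of control where 0% means no effect; nearly all actives have a fitted effect of over 45% in size; temperature-sensitive fusion mutants such as fzo1-1 at 37 °C on non-fermentable ethanol glycerol medium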
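S. cerevisiae fusion-defective temperature-sensitive mutants (e.g. fzo1-1, mgm1-5) grown 48 h at 37C in YPEG (ethanol/glycerol non-fermentable) medium with 23 nl compound per well; growth rescue read as CellTiterGlo luminescence.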
USP2a inh: qHTS Assay for Inhibitors of Ubiquitin-specific Protease USP2a Using CHOP2 as the Reporter | USP2 core, Ub-CHOP2 coupled fluorogenic reporter, 485/531 | Potency, µM (doses to about 38.3 µM), without a hit: at the top dose activity change, negative = inhibition, most hits filed as inhibitors | 0.01% of 330,000 active | AID 463254, 2010;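 note: potency is the fitted concentration of half-maximal effect; plate controls were DMSO wells for no effect and full inhibition by NEM control for full effect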
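Cell-free coupled assay: 10nM USP2 core preincubated 30min RT with compound in Tris-HCl pH 8.0/CaCl2/CHAPS buffer, then 25nM Ub-CHOP2 and 25nM reporter substrate; fluorescence (Ex 485/Em 531) read after 60min RT, normalized to NEM inhibition, concentration-response curves fitted.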
AT treatment: qHTS Assay for Identifying a Potential Treatment of Ataxia-Telangiectasia; Potency, µM (series often up to 57.5 µM), for the others: at the highest dose activation, actives largely listed as activators; 0.19% of 320,000 active; […] A-T fibroblasts, KAP-1 phosphorylation AlphaLISA; neocarzinostatin DNA damage 30 min before lysis; note: potency is the fitted concentration of half-maximal effect; % of control where 0% means no effect; nearly all actives have a fitted effect of over 45% in size
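ATM-like activity read as KAP-1 phosphorylation via AlphaLISA donor/acceptor antibody pairs after lysis and 6 hr at 25C. Cells were ATM-null patient fibroblasts ([…], hTERT), dosed 60 min, then exposed to the DSB inducer NCS for 30 min.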
ELG1 DNA repair: qHTS screen for small molecules that inhibit ELG1-dependent DNA repair in human embryonic kidney (HEK293T) cells expressing luciferase-tagged ELG1. 2.3% of 330,000 active. Potency, µM (doses to about 46.1 µM), for inactives: at the top dose activity change, negative = inhibition, most hits filed as inhibitors. HEK293T ELG1-luciferase reporter, luminescence, 16 h; DNA damage induced by 5-fluorouridine. AID 504467, 2011; note: potency is the fitted concentration of half-maximal effect; % is set by controls: 0 for no effect and ±100 for the full control effect; nearly all actives have a fitted effect of over 55% in size
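5-Fluorouridine DNA damage + compound/DMSO, 2,000 cells/well, 16 h, 37 °C/5% CO2. ONE-Glo, 30 min RT, luminescence. Readout = decrease in reporter signal.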
Active calls of the source: *; i = inactive; ? = inconclusive; · = not tested or not shown; [ ] = another dose, or the depositor's remark. Unless noted, calls come from the whole dose curve; as a rule, active = well fitted curve in the direction sought with a large enough effect; inconclusive = small, poorly fitted or top-dose-only effect, or another doubt; inactive = no such curve, though single readings can be large; an effect the other way counts as inactive or inconclusive. This is a subset; rates above refer to the full screens.

SMILES	TSHR antag	KCNH2 3.1 inh	hERG WT inh	TCR activator	TRPV1 agonist	Eya2 inh	Mito fusion act	USP2a inh	AT treatment	ELG1 DNA repair
C=CC(=O)NCNC(=O)C=C	-5	1	-5	6%	3	9%	-4%	0%	6%	?
CC(=NCc1ccc2c(c1)OCO2)c1c(O)n(-c2ccccc2)c(=O)[nH]c1=O	-3	7	4	0%	1	16%	-9%	13%	-5%	?
COCCNC(=O)N1[C@H]2CC[C@@H]1C(C(=O)OC)=C(c1cccc(C#N)c1)C2	-1	17	0	-2%	-3	-12%	-3%	2%	-6%	20%
CN(CCc1nnc(N)s1)[N+](=O)[O-]	6	5	-3	-2%	1	-9%	1%	0%	-5%	0%
COc1ccc(S(=O)(=O)NCc2ccc(C(=O)N3CCC4(CC3)OCCO4)cc2)cc1	-5	-2	2	1%	-2	11%	0%	0%	1%	?
c1ccc(-c2ccc(-c3n(-c4ccccn4)c4ccccc4[n+]3-c3ccccn3)cc2)cc1	-14	9	·	4%	15	2%	?	-1%	11%	?
Oc1ccc(CC2(N3CCCC3)CCCCC2)cc1	4	3	3	0%	1	-3%	-1%	0%	2%	-7%
COc1c2c(cc3c1OCO3)CC[N+](C)=C2	3	7	-22	1%	-3	0%	1%	1%	-1%	-10%
CCN(CC)C(=O)c1ccc(NC(=O)C2=C(C)OCCS2)cc1	-5	22	5	3%	-4	-4%	20%	-4%	1%	?
COc1ccc(OC)c(N2C(=O)NC(=O)/C(=C\c3ccc([N+](=O)[O-])s3)C2=O)c1	-13	8	1	14%	-4	-24%	-4%	-17%	-4%	0%
CN(C)c1ccc(/C=C2/C(=O)NC(=O)N(Cc3ccco3)C2=O)cc1	11	-14	-12	-1%[46.1 µM]	-6	5%	-11%	1%	-1%	13%
CCCCn1c(O)c(C(CC)=Nc2ccc(OC)cc2OC)c(=O)[nH]c1=O	8	10	-4	-8%	14	-10%	-1%	0%	3%	-13%
O=C1NC(=O)N(c2cccc(F)c2)C(=O)/C1=C/c1ccc(N2CCOCC2)cc1	-2	16	2	9%	·	17%	4%	0%	-14%	16%
O=C(c1ccccc1F)N1CCN(Cc2nc3sc4c(c3c(=O)[nH]2)CCCC4)CC1	2	-1	1	3%	2	-3%	-13%	2%	0%	16µM*
COC(=O)C1=C(c2ccc(F)cc2OCc2ccccc2)C[C@@H]2CC[C@H]1N2C(=O)NCCCOC(C)C	16	·	·	-1%	?	-21%	25%	-7%	-15%	-14%
COc1ccc(Cn2c(O)c(C=Nc3c(C)n(C)n(-c4ccccc4)c3=O)c(=O)[nH]c2=O)cc1	7	-3	1	9%	0	0%	-11%	3%	0%	-16%
C=C1N2CCC(CC2)C1(O)c1ccc(C)cc1 (centres undefined)	-3	13	-2	1%	0	-3%	-6%	3%	2%	?
CCCC[N+]12CCC(CC1)C(C(=O)c1cccs1)C2 (centres undefined)	0	2	22	-7%	1	10%	-4%	1%	0%	16%
COc1ccc(C(=O)C2(C)N(O)C(C)C(c3cccs3)=[N+]2[O-])cc1 (centres undefined)	-7	3	7	4%	-1	2%	-7%	6%	-1%	21%
O=c1c2ccccc2nc(/C=C/c2ccc(O)cc2)n1-c1ccccc1O	46	8	3	1%	·	15%	0%	-2%	-3%	?
Cc1cccc(NC(=O)CN2CCN(C(=O)COc3cccc(Br)c3)CC2)c1C	-11	-8	17	6%	?	-30%	-11%	2%	-1%	2%
OC(Cn1c2ccccc2c2ccccc21)C[n+]1ccccc1 (centres undefined)	10	14	2	2%	-1	-11%	-3%	4%	5%	1%
CCN1CCN(c2ccc(N)c(C)c2)CC1	-1	-5	-1	6%	-2	-5%	-3%	2%	-3%	7%
COc1cc(CN=Cc2c(O)n(Cc3ccccc3)c(=S)[nH]c2=O)cc(OC)c1	11	-15	-15	-11%	0	8%	1%	0%	-3%	?
CCC1C=CC=CC[C@H](C)[C@@H](O)[C@](C)(O)C(=O)[C@@H](C)[C@H](O)[C@@H](C)C(=O)[C@H](C)[C@@H](O)[C@H](C)C=CC(=O)OC2[C@@H](C)C(CC1)OC1(CC[C@@H](C)C(C[C@H](C)O)O1)[C@@H]2C (some centres undefined)	-80*	·	·	·	6	1%	-21%	-5%	-4%	12µM*
C=CCc1c(C)nc(C)nc1N/N=C/c1ccc(N(C)C)cc1	-3	9	1	-4%	0	28%	-1%	-2%	-5%	?
Cc1ccc(OC(=O)c2ccc(Br)o2)cc1	-6	0	0	1%	-2	0%	-2%	0%	10%	?
Cc1cccc(-n2c(-c3ccc([N+](=O)[O-])cc3)nc3ccccc3c2=O)c1	9	7	i	-11%[46.1 µM]	24	2%	1%	-1%	-2%	-6%
CC(C)CCn1c(N)c(C(=O)NCc2cccs2)c2nc3ccccc3nc21	-34	-9	-20	-3%	3	-18%	0%	-10%	28µM*	6.5µM*
CN1CCc2nc3sc(C(=O)NC4CC4)c(N)c3cc2C1	-8	1	42	4%	1	-14%	-1%	-1%	-6%	0%
Nc1ncc([N+](=O)[O-])s1	-14	-8	4	7%	1	10%	3%	0%	-6%	14%
Clc1ccc2c(N3CCNCC3)ccnc2c1	·	-8	2	1%	-2	·	-13%	·	·	·
O=C(NCCCN1CCOCC1)C(Cl)(Cl)Cl	17	-1	-2	-2%[46.1 µM]	-2	1%	-2%	2%	3%	-5%
CCOC(=O)c1c(C)n(Cc2ccco2)c2ccc(OC)cc12	-11	3	-4	-2%	12	-5%	0%	0%	3%	?
Fc1cccc(F)c1CN1CCN(c2ccc(Cl)cc2)CC1	-7	-21	6	3%	3	-4%	-5%	-3%	-2%	-11%
COC(=O)C1=C(c2cccc(OCc3ccccc3)c2)C[C@@H]2CC[C@H]1N2C(=O)NCCOc1ccccc1Cl	-20	-14	-3	-2%	0	7%	19%	3%	21%	-28%
CCOC(=O)C1=C(N)Oc2cc(C)oc(=O)c2C12C(=O)N1c3c(cccc32)C(C)=CC1(C)C (centres undefined)	2	-4	2	3%	26	-9%	23%	-1%	-1%	-19%
C[N+]1(CC(COCc2ccccc2)OC(=O)Cc2ccccc2)CCOCC1 (centres undefined)	11	-8	2	3%[46.1 µM]	2	3%	-15%	2%	2%	-1%
CN1C(CC(O)c2ccccc2)CCCC1CC(O)c1ccccc1 (centres undefined)	-3	-38	80	10%	1	-29%	4%	0%	-5%	19%
CCCCCCn1c(=O)c(C(=O)Nc2ccncc2)c(O)c2ccccc21	2	·	·	·	0	-3%	-1%	-1%	13%	-6%
CCOc1ccc(-n2c(-c3ccoc3)nc3ccccc3c2=O)cc1	7	12	24	6%	2	-3%	6%	6%	-3%	?
Cc1c(N=Cc2c(O)n(Cc3ccc(F)cc3)c(=O)[nH]c2=O)c(=O)n(-c2ccccc2)n1C	-4	-4	1	5%	-2	3%	-3%	4%	·	-9%
CCN1C(=O)NC(=O)/C(=C\c2cn(CC(=O)N3CCCC3)c3ccccc23)C1=O	-3	-20	-1	6%	-1	3%	-9%	-1%	-3%	?
CN1CCN(c2ccc(C(N)=O)cc2[N+](=O)[O-])CC1	15	9	-7	1%[46.1 µM]	-1	-5%	-3%	3%	2%	13%

Structures shown so far that contain fluorine (five):
SMILES	TSHR antag	KCNH2 3.1 inh	hERG WT inh	TCR activator	TRPV1 agonist	Eya2 inh	Mito fusion act	USP2a inh	AT treatment	ELG1 DNA repair
O=C1NC(=O)N(c2cccc(F)c2)C(=O)/C1=C/c1ccc(N2CCOCC2)cc1	-2	16	2	9%	·	17%	4%	0%	-14%	16%
O=C(c1ccccc1F)N1CCN(Cc2nc3sc4c(c3c(=O)[nH]2)CCCC4)CC1	2	-1	1	3%	2	-3%	-13%	2%	0%	16µM*
COC(=O)C1=C(c2ccc(F)cc2OCc2ccccc2)C[C@@H]2CC[C@H]1N2C(=O)NCCCOC(C)C	16	·	·	-1%	?	-21%	25%	-7%	-15%	-14%
Fc1cccc(F)c1CN1CCN(c2ccc(Cl)cc2)CC1	-7	-21	6	3%	3	-4%	-5%	-3%	-2%	-11%
Cc1c(N=Cc2c(O)n(Cc3ccc(F)cc3)c(=O)[nH]c2=O)c(=O)n(-c2ccccc2)n1C	-4	-4	1	5%	-2	3%	-3%	4%	·	-9%

Screening results as filed in PubChem.
